Screening data deposited in PubChem BioAssay by The Scripps Research Institute Molecular Screening Center.
GalR3 antag: blocks the human galanin receptor 3; O60755; actives 0.44% (n = 360,000); inhibition, % at 3 µM; AID 651719; HEK293 GalR3-CNG cAMP membrane potential fluorescence; galR3 body fused to GalR1 C-terminus;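 active = inhibition above the screen-wide average plus 3 SD, cut at about 13% in these data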;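 note: forskolin and galanin both at EC90 stimulate the cells; cAMP rise reported by CNG channel membrane potential dye signal; 0% = forskolin plus galanin with DMSO and 100% = forskolin alone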
Target sequence (O60755 1-299 limits assumed): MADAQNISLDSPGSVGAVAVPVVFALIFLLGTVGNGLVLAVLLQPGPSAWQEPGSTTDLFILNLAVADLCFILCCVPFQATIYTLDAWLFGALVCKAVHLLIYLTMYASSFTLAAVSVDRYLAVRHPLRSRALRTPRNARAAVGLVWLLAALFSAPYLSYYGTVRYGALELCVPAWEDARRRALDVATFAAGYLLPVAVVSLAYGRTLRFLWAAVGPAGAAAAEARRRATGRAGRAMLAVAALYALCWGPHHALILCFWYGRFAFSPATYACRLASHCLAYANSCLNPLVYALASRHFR
Active calls of the source: *. These rows are one share of the data; count on the stated rates, not on these rows.

SMILES	GalR3 antag
CC(C)NC(=O)C1(C)CCCN1C(=O)c1cc(C#N)cs1 (centres undefined)	-2
Clc1cccc(-c2cccc3nccn23)c1Cl	-5
CCCCc1c(-c2ccccc2Br)ncn1CCc1ccccc1OC	-5
CO[C@@H]1CN(C)C(=O)c2cc(NC(=O)Nc3cc(F)ccc3F)ccc2OC[C@H](C)N(C(=O)c2ccccn2)C[C@@H]1C	4
CN1CCC(N2CCN(C3CN(C4CCCC4)S(=O)(=O)C3)CC2)CC1 (centres undefined)	-7
CC(C)(C)NC(=O)C(c1ccc(C(F)(F)F)cc1)n1c(=O)c(-c2cc3ccccc3[nH]2)nc2ccccc21 (centres undefined)	-7
Cc1c(C2Nc3ccccc3C2C)[nH]c2ccccc12 (centres undefined)	-2
CC1(C(=O)Nc2ccc3c(c2)OCO3)CCN1C(=O)CCc1ccc(Cl)cc1Cl (centres undefined)	-5
Cc1cc(C)c(C#N)c(Sc2nc(C)c([N+](=O)[O-])c(C)c2C#N)n1	-6
CCOC(=O)CC1(O)CSc2nc(N)cc(=O)n21 (centres undefined)	-7
CC1(C(=O)NS(=O)(=O)c2cccc(F)c2)CCN1C(=O)Cc1ccc(-c2ccccc2)cc1 (centres undefined)	-3
O=Cc1ccc(-c2c(-c3ccccc3)oc3c2C(OCCCCO)CCC3)o1 (centres undefined)	-5
Cc1nc2c(OCC(=O)c3ccc(F)cc3)cccn2c1N(C)Cc1cccs1	-4
CNc1cccc(-c2cc(OC)c(OC)c(OC)c2)n1	-7
COc1ccc(-c2coc3c(C(=O)NCC4CCOCC4)cccc23)c(C)c1	-6
OC(c1ccc(Cl)cc1)c1ncc(-c2cccc(F)c2)[nH]1 (centres undefined)	-3
COc1ccc(CNC(=O)N2CCc3nc(Nc4cc(OC)c(OC)c(OC)c4)ncc3C2)cc1	5
O=C(Nc1nnc([C@H]2C[C@H](O)[C@@H](CO)O2)s1)Nc1ccccc1C(F)(F)F	-5
Cc1ccc(F)cc1-c1cc(C(=O)NCc2cc(C(F)(F)F)cc(C(F)(F)F)c2)[nH]n1	-1
CN(C)Cc1c(C(C)(C)O)[nH]c2cc(F)ccc12	0
C[C@@H]1CN([C@@H](C)CO)C(=O)CCCn2cc(nn2)CO[C@H]1CN(C)C(=O)Nc1ccc(N2CCN(C)CC2)cc1	-5
CCCN(C)C1CN(Cc2cn(Cc3cc(C)cc(C)c3)nn2)S(=O)(=O)C1 (centres undefined)	-4
CC(O)(c1ccccc1)c1nc(-c2ccccc2)cs1 (centres undefined)	-5
CC(O)(c1cccc(F)c1)c1nc(-c2ccc(S(C)(=O)=O)cc2)cs1 (centres undefined)	-5

Rewritten with each value named: entries from further up
CN(C)Cc1c(C(C)(C)O)[nH]c2cc(F)ccc12
  GalR3 antag: 0
C[C@@H]1CN([C@@H](C)CO)C(=O)CCCn2cc(nn2)CO[C@H]1CN(C)C(=O)Nc1ccc(N2CCN(C)CC2)cc1
  GalR3 antag: -5
CCCN(C)C1CN(Cc2cn(Cc3cc(C)cc(C)c3)nn2)S(=O)(=O)C1 (centres undefined)
  GalR3 antag: -4
CC(O)(c1ccccc1)c1nc(-c2ccccc2)cs1 (centres undefined)
  GalR3 antag: -5

New compounds follow.
SMILES	GalR3 antag
C[C@H](CO)N1C[C@H](C)[C@@H](CN(C)C(=O)CCC(F)(F)F)OCc2cn(nn2)CCCC1=O	-1
COCCNC(=O)C1(C)CCCN(CCOc2ccc(Cl)cc2)C1 (centres undefined)	-4
CCCCOCC1CN(CCCC)S(=O)(=O)c2c(Oc3ccc(C)cc3)cccc2O1 (centres undefined)	-6
NC(=O)c1ncn([C@@H]2O[C@H](C(=O)Nc3ccc(C(=O)N4CCCCC4)cc3)[C@@H](O)[C@H]2O)n1	-4
CC1(C(=O)NS(C)(=O)=O)CCN1C(=O)Cc1ccc(Cl)cc1Cl (centres undefined)	-7
COCCNC(=O)C1(C)CCCN(Cc2ccc(OCc3ccccc3)cc2)C1 (centres undefined)	2
CCCNC(=O)c1cc(C2CCCCN2S(=O)(=O)c2ccccc2)on1 (centres undefined)	-7
CCN1C(=O)N(C(C)=O)[C@H]2C[C@H](C(=O)N3CCCC3)[C@H](C)[C@H](c3ccccc3)C[C@H]21	-6
COc1ccc(OCCCN2CCC(C(O)(c3ccccc3)c3ccccc3)CC2)cc1	-8
CC(C)(C)n1nnnc1C(C1CC1)N1CCN(C/C=C/c2ccccc2)CC1 (centres undefined)	-7
C[C@H](O)[C@@H]1C(=O)N2CCc3c([nH]c4ccccc34)[C@@H]2C[C@@H]1N(C)C(=O)Nc1ccc(Br)cc1	-5
O=C(Nc1cccc(OC(F)(F)F)c1)[C@@H]1O[C@H](CO)[C@H](O)[C@H](O)[C@H]1O	-7

Five entries out of the list, ordered by molar mass, smallest number first:
SMILES	GalR3 antag
OC(c1ccc(Cl)cc1)c1ncc(-c2cccc(F)c2)[nH]1 (centres undefined)	-3
CCCCc1c(-c2ccccc2Br)ncn1CCc1ccccc1OC	-5
Cc1ccc(F)cc1-c1cc(C(=O)NCc2cc(C(F)(F)F)cc(C(F)(F)F)c2)[nH]n1	-1
CCCCOCC1CN(CCCC)S(=O)(=O)c2c(Oc3ccc(C)cc3)cccc2O1 (centres undefined)	-6
C[C@@H]1CN([C@@H](C)CO)C(=O)CCCn2cc(nn2)CO[C@H]1CN(C)C(=O)Nc1ccc(N2CCN(C)CC2)cc1	-5

Later entries
SMILES	GalR3 antag
COc1ccc(NC(=O)c2cc(-c3cc(Cl)ccc3C)n[nH]2)c(OC)c1	-5
O=C(NCc1ccccc1)c1cc(C2CCCN(S(=O)(=O)c3cccc4cccnc34)C2)on1 (centres undefined)	-7
NC(c1ccccc1)c1csc(Nc2cc(Oc3ccccc3)ncn2)n1 (centres undefined)	-4
CCCCCCn1cc(CN2CC(N3CCSCC3)CS2(=O)=O)nn1 (centres undefined)	5
N#Cc1ccc(C(=O)NCC2CCN(C(=O)C(=O)c3cccs3)CC2)cc1	8
CC(C)C(=O)N1CCCC1(C)C(=O)N(C)Cc1cccc2ccccc12 (centres undefined)	-7
CCCCCN(C(=O)Cc1c(C)n(CCCCC)c2ccccc12)c1ccc(Oc2cccnc2)c(C)c1	-5
CC(=O)Nc1cccc(-c2ccnc3c2CC(C(=O)Nc2ccccc2)O3)c1 (centres undefined)	-5
CCOC(=O)CC1(C)Sc2ccccc2N1S(=O)(=O)c1ccc(C)cc1 (centres undefined)	-5
CC1=C(C(=O)N(C)C)CC(CC(=O)NCc2cccs2)C(=O)N1Cc1ccc(F)cc1 (centres undefined)	-9
CC(C)C[C@H](NC(=O)c1cccs1)C(=O)N1CCC[C@H]1C(=O)NCc1ccccc1	-6
Cc1cccc(C)c1N1C(=O)c2ccccc2NC(=O)C1C(=O)NCCOc1ccccc1 (centres undefined)	-7
COc1ccccc1Cc1c(C2CCCCC2)nc2ccc(C)cn12	-7
Cc1cc(NC(=O)CS(=O)c2cn(Cc3cccc(Cl)c3)c3ccccc23)no1 (centres undefined)	-6
COc1ccc(CN2C(=O)CN(S(C)(=O)=O)CC2(C)C(=O)Nc2c(C)cccc2C)cc1OC (centres undefined)	-5
Cc1cccc(C2=CC(=O)CC(C)(C)C2=O)c1	0
Cc1ccc(S(=O)(=O)N(C)C[C@@H]2OCc3cn(nn3)CCCC(=O)N([C@H](C)CO)C[C@H]2C)cc1	-6
Cc1cc(OCCCN2CCC(C(O)(c3ccccc3)c3ccccc3)CC2)ccc1Br	-10
CCOC(=O)[C@]12CCC=C1N(Cc1ccco1)C(=O)[C@H](CC(=O)N1CCN(C(=O)c3ccco3)CC1)C2	-6
COc1ccc(C)cc1N	-4
CCOC(=O)C1CCCN(C(=O)c2cc(C#N)cs2)CC1 (centres undefined)	-7
Cc1ccc2c(c1)-n1c(nc3cc(Cl)ccc3c1=O)C(CC(C)C)NC2=O (centres undefined)	-8
COc1cc(N2CCC(O)CC2)ccc1Nc1cc(Nc2ccccc2S(=O)(=O)C(C)C)c2cc[nH]c2n1	0
CCCCN1CC(N2CCN(Cc3ccccc3)CC2)CS1(=O)=O (centres undefined)	-5
COc1ccc(-c2cc3nc(NCC4CCCCC4)n(C)c(=O)c3s2)cc1OC	-1
CC1(C(=O)NS(=O)(=O)c2cccc(OC(F)F)c2)CCN1C(=O)C1CC1 (centres undefined)	-6
CCCCCCCCN1C(=O)[C@H](CC(=O)N2CCC(c3ccccc3)CC2)C[C@@]2(C(=O)OC)CC(C)(C)CC=C12	-5
CC1(C(=O)Nc2cccc3c2CCCC3)CCN1C(=O)Cc1ccccc1Cl (centres undefined)	-7
CSCCC(C(=O)Nc1c(C)cccc1C)N1CCN(c2ccc(F)cc2)CC1 (centres undefined)	-4
COc1ccc(-c2csc(C(C)(O)c3cccc(OC)c3)n2)cc1 (centres undefined)	-4
CCOC(=O)Cc1ccc(Nc2nc(NCc3ccccc3)nc3ccsc23)cc1	-8
Cc1ccc(-c2nc3c4ccccc4ccn3c2Cc2cccc(F)c2)cc1	-3
Cc1ccc(S(=O)(=O)N2CCCc3nc(C)c(C)cc32)cc1	-1
CCOC(=O)C1(C)CCCN(C(=O)c2ccc(OC)cc2)C1 (centres undefined)	6
O=C(Nc1c(-c2ccc3c(c2)OCO3)[nH][nH]c1=O)c1ccccc1	-6
COC(=O)[C@]12C[C@H](CC(=O)N3CCCCC3)C(=O)N(CCC3=CCCCC3)C1=C[C@H](COCc1ccccc1)O[C@@H]2C	-7
OC[C@@H]1CN(Cc2cccs2)C[C@H](n2cnc3c(Nc4ccccc4)ncnc32)O1	-5
O=C1N(Cc2ccccc2)c2ccccc2OC1(F)F	-3
Cc1c(C(=O)N2CCC2(C)C(=O)O)oc2ccccc12 (centres undefined)	-4
Cc1cc(C)cc([C@H]2C[C@]34CN(Cc5ccccc5)S(=O)(=O)[C@H]3C[C@H]2O4)c1	-7
CCC(C)[C@H]1CNC(=O)C(=O)N1CC(C)(C)C (some centres undefined)	-8
Fc1ccc2nc(-c3ccccc3)ccc2c1	-5
Cc1ccc(S(=O)(=O)N2[C@H](CC(=O)c3cccs3)OC[C@@H]2C(C)C)cc1	-6
CCCCc1c(-c2ccc(F)cc2F)ncn1CCc1ccccc1OC	-5
Cc1cc2oc(=O)cc(CN(Cc3ccccc3)Cc3ccccc3)c2cc1Cl	-8
Cc1cccc(C)c1-n1nnnc1C1(C)CCC(=O)N1CCc1ccccc1F (centres undefined)	-2
COc1ccc(CN2C[C@@H](CO)O[C@@H](n3cnc4c(NC5CCC5)ncnc43)C2)cc1	-8
OC(c1ccccc1)c1ncc(-c2ccccc2Cl)[nH]1 (centres undefined)	-6
COc1ccccc1-c1noc2c1C(=O)N(Cc1cn(C3CCCC3)nn1)CC2	-7
c1ccc2[nH]c(CCCCCc3nc4ccccc4[nH]3)nc2c1	-8
COC[C@@H]1CCCN1c1ccc2c(c1)O[C@@H](COCc1ccccc1)CN([C@@H](C)c1ccccc1)S2(=O)=O	-5
CCc1nc2ccc(C(=O)NCCOc3ccc(OC)cc3)cn2c1N(CC)Cc1ccc(OC)c(OC)c1	-4
COC(=O)[C@@]1(C(C)C)N=C(c2cc(OC)c(OC)c(OC)c2)[C@]2(O1)C(=O)N(C)c1ccc(Cl)cc12	-7
CCCc1nc2c(Cl)cc(C(F)(F)F)cn2c1Cc1ccc(OC)cc1C	-7
CCOC(=O)C1=CCC(c2cccc(C)c2)N(S(=O)(=O)c2ccc(C)cc2)C1 (centres undefined)	-6
C[C@@H]1CN(c2ccc(N3CCNC[C@H]3C)cc2C#N)CCN1Cc1ccccc1	-8
COc1cccc(-c2cc(NC=O)c3ncc(-c4cccc(C(=O)N(C)C)c4)n3c2)c1	6
CCCCOCC1CN(CCCC)S(=O)(=O)c2c(cccc2N2CCCCC2)O1 (centres undefined)	-7
COc1ccc(-c2nc3ccc(Cl)cn3c2Cc2cccc(F)c2)cc1OC	-7
O=C1NC(Cc2ccccc2)c2nc3ccccc3c(=O)n2-c2cc(Cl)ccc21 (centres undefined)	-1
Further records follow:
SMILES	GalR3 antag
O=C(C(=O)N1CCN(S(=O)(=O)c2ccccc2)CC1)c1cccc(C(F)(F)F)c1	-2
CC(C)CNc1cccc2c1S(=O)(=O)N(Cc1cccc(F)c1)[C@@H](C)[C@H](c1ccccc1)O2	-7
CC(C)CN1CCC1(C)C(=O)Nc1cc(-c2ccccc2)nn1C (centres undefined)	-7
CCc1nc2c(OCc3ccccc3C(=O)OC)cccn2c1N(C)C(=O)c1cccc(OC)c1	-6
CC(C)CNc1ncnc2c1ncn2[C@H]1CN(Cc2ccc(Cl)cc2)C[C@@H](CO)O1	-6
COC(=O)[C@@]1(Cc2ccc(F)cc2)[C@H]2c3cc(C(=O)N4CCCC4)n(Cc4ccc(C)c(F)c4F)c3C[C@H]2CN1C(=O)c1ccccc1	-3
CC1(C(=O)NS(=O)(=O)c2ccc3c(c2)CCO3)CCN1C(=O)C1(c2ccc(Cl)cc2)CCC1 (centres undefined)	-5
COc1ccc(NC(=O)C(C2CC2)n2c(=O)c(-c3ccccc3)nc3ccccc32)cc1 (centres undefined)	-7
COCCNc1nc(NCc2ccc(NC(C)=O)cc2)c2sc(-c3ccccc3)cc2n1	-8
COC(=O)C1=C(C)N(Cc2ccccc2C(F)(F)F)C(=NCc2ccc3c(c2)OCO3)NC1c1ccccc1 (centres undefined)	0
CC1(C(=O)NCc2ccccc2)CSCC(=O)N1CCCN1CCOCC1 (centres undefined)	-2
COCCN1C[C@@H](CO)O[C@@H](n2cnc3c(N4CCN(CCO)CC4)ncnc32)C1	-1
CC(C)C[C@H]1CN([C@@H](CC(C)C)CN2CCC[C@H]2CN2C(=O)C(=O)NC[C@@H]2Cc2ccc(O)cc2)C(=O)C(=O)N1CCc1ccccc1	-7
CC1(Cc2ccc(C(F)(F)F)nc2)C(=O)Nc2cc(-c3ccccc3Cl)ccc21 (centres undefined)	-7
